Cneo AK release – causes C. neoformans cell lysis; adenylate kinase release luminescence, 4 h; normalised: neutral wells 0, clomiphene wells 100; lysis activity, % at 15 µM; actives 0.2% (n = 360,000);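 active = mean lysis activity across replicates of at least 80%, whatever share of replicates individually reach that level; inactive = mean lysis activity below 80%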
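Signal: Adenylate kinase release luminescence | Assay system: Log-phase Cryptococcus neoformans yeast cells | Input: Cells at 5 × 10^6 per mL | Buffer or medium: Fresh YPD growth medium | Compound: Single dose | Schedule: Static 4 h at 37 °C with compound, 1 h detection | Controls: Clomiphene | Read-out: Luminescence rise reflecting yeast cell lysis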
PGC1a acetyl inh – PGC1a acetylation modulation, inhibitor mode. U2OS PGC1a acetylation, AlphaScreen anti-acetyl-lysine; with virally co-expressed GCN5 acetyltransferase. inhibition, % at 15.6 µM. actives 0.17% (n = 350,000);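 active = every replicate shows inhibition of at least 40%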;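 also: 0% = neutral control wells and 100% = positive control wells; some results beyond the cut were filed as inactive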
EWS-Fli block – blocks EWS/Fli oncoprotein-driven transcription | AID 651661 | A673 NR0B1-luciferase reporter, viability-normalised | actives 0.67% (n = 350,000) | inhibition, % at 12.6 µM;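 active = mean inhibition of at least 50% after viability correction, with every replicate also passing that limit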;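 also: firefly luciferase signal divided by Alamar Blue viability fluorescence both relative to DMSO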
miR122 inh – miR-122 inhibition in Huh7 cells | Huh7 miR-122 Renilla luciferase sensor, 48 h; neutral wells = 0, positive control = 100 | activation (reporter increase), % at 12.5 µM | actives 0.3% (n = 340,000);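 active = mean replicate activation score at least 90 and every replicate individually at or above 90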;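 also: higher luciferase means less miR-122 activity so hits act as miR-122 inhibitors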
Casp6 inh – blocks human caspase-6 cleavage activity | actives 0.53% (n = 350,000) | purified caspase-6, Z-VEID-R110 cleavage fluorescence | P55212 | inhibition, % at 12.5 µM | AID 686996;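 active = mean inhibition across replicates at least about 35%, with every replicate also reaching that limit, limit read from the data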;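 also: 0% = median of neutral control wells and 100% = no fluorescence left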
Target sequence (P55212 24-179 limits assumed): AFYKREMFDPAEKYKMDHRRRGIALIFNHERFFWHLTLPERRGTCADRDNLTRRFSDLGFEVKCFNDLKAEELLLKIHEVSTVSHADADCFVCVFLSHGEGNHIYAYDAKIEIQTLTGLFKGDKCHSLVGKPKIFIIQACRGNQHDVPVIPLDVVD
Target sequence (P55212 194-293 limits assumed): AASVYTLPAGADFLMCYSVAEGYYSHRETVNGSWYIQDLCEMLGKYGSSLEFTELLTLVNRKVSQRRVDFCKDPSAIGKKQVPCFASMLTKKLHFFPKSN
PAX8 inh HTS – lowers PAX8-driven luciferase in RMG-I cells. actives 1.2% (n = 360,000). inhibition, % at 12.6 µM. AID 652154. RMG-I TPO-luciferase reporter, SteadyGlo, 24 h;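 active = mean replicate inhibition at least 60% with every replicate also reaching 60%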;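 also: luciferase light reporting Pax8 driven TPO promoter activity; plate controls were median of neutral control wells for no effect and mitoxantrone controls for full effect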
FN deposit inh – fibronectin deposition inhibition | AH1F fibroblasts, Alexa488-fibronectin deposition fluorescence, overnight | inhibition, % at 12.6 µM | actives 0.086% (n = 350,000);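 active = mean inhibition across replicates of 30% or more, regardless of how many single replicates reach that level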;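 also: positive control wells lacked labelled fibronectin entirely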
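Assay system: AH1F fibroblast monolayer, labelled fibronectin deposition. Amount: 10000 cells per well. Also added: labelled fibronectin 24 nM. Compound: single-point pinned compound. Incubation: cell attachment 1 h, compound and FN exposure overnight. Detection: fluorescence after three HBSS washes, excitation 485 nm, emission 525 nm. Read-out: inhibition of fibronectin deposition signal.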
LGR2 inh – inhibitors of bursicon-induced Drosophila LGR2 receptor cAMP signaling | actives 0.35% (n = 380,000) | HEK293 LGR2, CRE-luciferase, bursicon-stimulated, 4 h | inhibition, % at 9.99 µM;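 active = drop in luminescence signal, shown as inhibition above about 50% in the replicate tests, limit read from the data, passing the limit was not always enough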;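 also: agonist challenge used bursicon conditioned medium at about half maximal strength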
* = called active by the depositor; nt = no result given; & = joins results of further samples; [ ] = dose if it differs, or a comment.

SMILES | Cneo AK release | PGC1a acetyl inh | EWS-Fli block | miR122 inh | Casp6 inh | PAX8 inh HTS | FN deposit inh | LGR2 inh
O=C(CSc1nc2ccccc2n1CCc1ccccc1)N1CCOCC1 | nt | nt | 3 | nt | 0 | 20 | -10 | -4
CN(Cc1ccccc1)C(=O)COC(=O)CN1C(=O)c2ccccc2C1=O | 0 | nt | -3 | nt | 1 | -5 | 1 | 11
CCOC(=O)c1ccc(NC(=O)CCc2c(C)nc3ncnn3c2C)cc1 | 2 | 2 | nt | -7 | nt | 1 | -2 | nt
C/C=C/c1ccc([C@@H]2[C@H](CO)N(CC3CC3)C23CN(S(C)(=O)=O)C3)cc1 | nt | -9 | -2 | nt | 2 | 2 | nt | 11
C[C@@H]1CN([C@@H](C)CO)C(=O)Cc2cc(NS(=O)(=O)c3ccc(F)cc3)ccc2O[C@H]1CN(C)C | -3 | -2 | -3 | -4[16.7 µM] | -9 | 0 | nt | -9
Cc1ccc(CN(C(=O)COc2ccc(Br)cc2)C2CCS(=O)(=O)C2)o1 (configuration not stated) | 1 | 9 | -2 | -9 | 2 | 11 | 3 | 4
CCOc1cc(N2CCOCC2)c(OCC)cc1NS(=O)(=O)c1ccc2c(c1)CC(=O)N2 | 0 | -4 | 1 | -5 | 8 | 3 | -3 | -5
COc1cc(/C=N/NC(=O)C(=O)NCc2ccco2)ccc1O | 0 | -4 | nt | 1 | nt | 5 | 1 | 0
COc1cc(CCC(=O)OCc2ccccc2C#N)cc(OC)c1OC | 6 | nt | 0 | -4 | -1 | 9 | -5 | -8
N#Cc1cccc(-c2ccc(C3[C@H]4CNC[C@@H]3N4Cc3ccc(F)cc3)cc2)c1 (some centres not stated) | nt | -5&-16 | -21&5 | nt | -8&-2 | -5&-4 | -8&2 | 4&-24
O=C(CN(Cc1ccco1)C(=O)c1ccc(F)cc1F)Nc1ccccc1C(F)(F)F | -4 | -7 | -1 | nt | 9 | -8 | 6 | -44
O=C(O)c1ccccc1C(=O)NNc1ccc(Cl)cc1Cl | nt | nt | -5 | nt | 4 | -8 | -3 | 1
CN(C)c1ccc(C(=O)OCC(=O)NCC2CCCO2)cc1 (configuration not stated) | 1 | nt | nt | -8 | -2 | nt | -9 | -23
C[C@H](CO)N1C[C@H](C)[C@H](CN(C)CC2CC2)Oc2ccc(NC(=O)Cc3ccccc3)cc2C1=O | -9 | nt | -4 | 4[16.7 µM] | -1 | 5 | nt | 11
CN1CCN(C(=S)NC(=O)c2ccc(S(=O)(=O)N3CCOCC3)cc2)CC1 | nt | nt | 0 | nt | 0 | -7 | -1 | -9
O=C(O)C1C2C=CC(O2)C1C(=O)NCCc1cccc(Cl)c1 (configuration not stated) | 1 | -4 | -2 | -6 | -3 | 4 | -2 | 1
COc1ccc(CCNC(=O)[C@@H](NC(=O)c2ccccc2F)C(C)C)cc1OC | -1 | -4 | -5 | 6 | 0 | 0 | 5 | -3
Cc1ccc(S(=O)(=O)Nc2ccc3c(c2)C(=O)N([C@@H](C)CO)C[C@H](C)[C@@H](CN(C)C(=O)Nc2cccc4ccccc24)OCCCC[C@H](C)O3)cc1 | 1 | -20 | 14 | -4[16.7 µM] | 3 | 70* | -5 | 4
O=Cc1ccccc1Oc1ccccc1 | -4 | -11 | nt | 35 | nt | nt | 4 | nt
COc1ccc(-c2csc(C)n2)cc1Br | 4 | -6 | -38 | -2 | 1 | -56 | nt | -38
Cc1ncc(CN2CCC(CO)(CCOc3ccccc3)CC2)s1 | -9 | 2 | 3 | -6 | -11 | -3 | 0 | -4
C[C@H](CO)N1C[C@H](C)[C@H](CN(C)S(=O)(=O)c2ccc(F)cc2)Oc2ccc(NS(=O)(=O)c3cccs3)cc2C1=O | -1 | -9 | -2 | -1[16.7 µM] | 0 | nt | nt | 6
C[C@H](CO)N1C[C@H](C)[C@H](CN(C)C(=O)Nc2ccccc2C(F)(F)F)OCc2cn(nn2)CCCC1=O | nt | 10 | 5 | -4[16.7 µM] | nt | 4 | 8 | 3
COc1ccc(NC(C)=O)c2nc(C)c(C)nc12 | 1 | 16 | nt | 2 | nt | 15 | 3 | nt
CC(NCc1ccc2c(c1)OCO2)c1ccccc1 (configuration not stated) | 6 | nt | -4 | nt | 0 | 9 | -4 | 0
CC(=N/O)/C(=N\O)c1ccc(C)o1 | 2 | 0 | nt | -9 | nt | -22 | -6 | nt
CO[C@H]1CN(C)C(=O)c2ccc(NC(=O)C3CC3)cc2OC[C@H](C)N(C(C)=O)C[C@H]1C | 11 | -2 | -15 | nt | -1 | -1 | 10 | -2
COc1ccc(-c2nnn(-c3ccc(Cl)cc3Cl)c2N)cc1 | nt | nt | -1 | nt | 0 | -2 | 9 | -6
COc1ccc(NC(=O)COC(=O)[C@@H]2CCCN2C(=O)c2cccs2)cc1 | -2 | -4 | nt | -6 | nt | nt | -9 | nt
COc1ccc(CCN(C)c2ccc(S(=O)(=O)N3CCCC3)cn2)cc1OC | 4 | 0 | 6 | -4 | 5 | 6 | nt | -1
Cc1nc2c(C)cccc2c2c1CCS2 | nt | 1 | -3 | -4 | 5 | 11 | 8 | 4
COc1ccc(CNS(=O)(=O)c2ccc(-c3cc(C)no3)cc2)cc1 | 0 | -1 | nt | 1 | -3 | 13 | 9 | -4
O=C(Nc1cc(S(=O)(=O)N2CCOCC2)ccc1OCC(F)(F)F)c1ccc(N2CCCC2=O)cc1 | -4 | nt | 15 | -3 | 3 | -6 | -6 | 2
COc1ccc(C(=O)N(C)CC2CCN(CCc3cccc(C(F)(F)F)c3)CC2)cc1C | -1 | 8 | 29 | -4 | -3 | 25 | -1 | -3
Cc1cccc(C(CC(=O)N2CCCCC2)c2ccccc2)c1O (configuration not stated) | -2 | 9 | 12 | 2 | -3 | -3 | -2 | -12
CCOc1cc2[nH]c(=O)n(CCCCCC(=O)NC3CCCC3)c(=O)c2cc1OCC | -1 | -8 | nt | 1 | 3 | -14 | -15 | -8
Cc1cccc(C)c1NC(=O)CS(=O)CC(=O)NCC1OCCc2ccccc21 (configuration not stated) | nt | nt | 5 | nt | 0 | -3 | -2 | 8
Oc1ccc(-c2csc(Nc3ncccn3)n2)cc1O | nt | 5 | 7 | nt | 20 | -102 | -8 | nt
COc1ccc(CCN2CC(C(=O)NCCN3CCCC3=O)CCC2=O)cc1 (configuration not stated) | 1 | -1 | 10 | -3 | -3 | 13 | 6 | 9
CCCc1ccc2oc(C(=O)N3CCN(CCC(N)=O)CC3)c(C)c2c1 | -2 | 15 | 1 | -3 | -2 | 4 | 4 | 1
CCN(CC)C(=O)Cn1cc(C(=O)C(=O)NCCc2ccccc2)c2ccccc21 | -2 | -1 | -2 | 12 | 1 | -5 | -4 | 14
Cn1c2ccccc2c2cc([N+](=O)[O-])ccc21 | nt | 7 | -8 | nt | 2 | -2 | 12 | 0
O=C1CC(NNc2nc3ccccc3s2)C(=O)N1c1ccc(F)cc1 (configuration not stated) | nt | 2 | 3 | nt | -1 | 6 | -3 | 8
Cc1cc(=O)n(Cc2ccco2)c(=S)[nH]1 | 1 | nt | 11 | nt | 4 | 10 | 3 | -4
COc1ccc(-c2ccc3c(c2)[C@H]2[C@H](CCN2C(=O)c2ccc4c(c2)OCO4)[C@@H](CO)N3)cc1 | -12 | 2 | 8 | -1[16.7 µM] | nt | 7 | -2 | 4
O=C(NCc1cc(C(F)(F)F)cc(C(F)(F)F)c1)C1CC(c2cccc(F)c2)=NO1 (configuration not stated) | 1 | 10 | 7 | -2 | 1 | -10 | -2 | -27
O=C(O)c1cccc(C(=O)O)c1 | -3 | 9 | 0 | 1 | -2 | nt | nt | 3
O=C(O)C1CCCCN1C(=O)c1ccc(S(=O)(=O)N2CCCCCC2)cc1 (configuration not stated) | 0 | 2 | 5 | 2 | 1 | 3 | -4 | -4
Cn1c2ccccc2c(=O)c2cc(C#Cc3ccsc3)ccc21 | -1 | 9 | -77 | -2 | -3 | -21 | -4 | -70
CC1(C(=O)Nc2ccc3c(c2)OCO3)CCN1C(=O)CCc1cccs1 (configuration not stated) | 0 | -5 | -4 | 2 | 2 | -13 | 6 | 10
(listing goes on)
SMILES | Cneo AK release | PGC1a acetyl inh | EWS-Fli block | miR122 inh | Casp6 inh | PAX8 inh HTS | FN deposit inh | LGR2 inh
COc1ccc([N+](=O)[O-])cc1NC1C2CC3CC(C2)CC1C3 (configuration not stated) | 1 | -6 | nt | -14 | nt | nt | -6 | nt
Cc1ccc2[nH]cc(C(=O)CN3CCC4(CC3)OCCO4)c2c1 | -1 | -14 | nt | 0 | nt | -4 | 4 | nt
Cc1cc(C)cc(CC(=O)N2CCC2(C)C(=O)NS(=O)(=O)c2ccccc2Cl)c1 (configuration not stated) | -1 | 15 | -4 | -1 | 1 | -5 | nt | 17
COc1ccc(C(=O)c2ccc(N3CCOCC3)c([N+](=O)[O-])c2)cc1 | 1 | 10 | -1 | -12 | 1 | 5 | 1 | -22
Cc1cnc([N+](=O)[O-])n1CCOC(=O)NC(=O)c1ccccc1 | nt | -4 | -2 | nt | -7 | 2 | nt | -5
Cc1noc(C)c1NC(=O)N(C)C[C@@H]1Oc2c(NC(=O)Nc3ccc(F)cc3)cccc2C(=O)N([C@@H](C)CO)C[C@H]1C | -3 | -2 | -7 | -6[16.7 µM] | -2 | 6 | nt | -6
O=C(c1cccs1)N(C(=O)c1cccs1)c1ccc(Br)cn1 | -5 | 10 | nt | -2 | nt | -123 | -3 | nt
CCN(CC)S(=O)(=O)c1cccc(NC(=O)c2ccc(Sc3nncn3C)c([N+](=O)[O-])c2)c1 | -4 | -5 | 5 | 2 | -9 | 16 | -15 | 7
Cc1cc(C(=O)OCC(=O)NCc2ccc(Cl)cc2)c(C)o1 | -1 | nt | 0 | -2 | -2 | 2 | -1 | 9
O=C(Nc1cccs1)Nc1ccccc1Br | nt | nt | -33 | nt | 10 | -20 | 8 | -12
CC1=C(C(=O)N(C)C)C(c2ccc(C)s2)NC(=S)N1 (configuration not stated) | nt | 7 | -7 | nt | -1 | -2 | 6 | 0
COc1ccc(NC(=O)N(C)C[C@H]2OCCCC[C@@H](C)Oc3ccc(NS(=O)(=O)c4ccc(OC)cc4)cc3C(=O)N([C@@H](C)CO)C[C@H]2C)cc1 | 2 | -20 | -5 | -1[16.7 µM] | nt | -1 | 2 | 2

Entries of single compounds, quoted from the list. Order of values: Cneo AK release	PGC1a acetyl inh	EWS-Fli block	miR122 inh	Casp6 inh	PAX8 inh HTS	FN deposit inh	LGR2 inh
Cc1cnc([N+](=O)[O-])n1CCOC(=O)NC(=O)c1ccccc1 is entered as nt	-4	-2	nt	-7	2	nt	-5
COc1ccc(NC(=O)N(C)C[C@H]2OCCCC[C@@H](C)Oc3ccc(NS(=O)(=O)c4ccc(OC)cc4)cc3C(=O)N([C@@H](C)CO)C[C@H]2C)cc1 is entered as 2	-20	-5	-1[16.7 µM]	nt	-1	2	2
CCN(CC)S(=O)(=O)c1cccc(NC(=O)c2ccc(Sc3nncn3C)c([N+](=O)[O-])c2)c1 is entered as -4	-5	5	2	-9	16	-15	7
Cc1cc(C)cc(CC(=O)N2CCC2(C)C(=O)NS(=O)(=O)c2ccccc2Cl)c1 (configuration not stated) is entered as -1	15	-4	-1	1	-5	nt	17
COc1ccc(C(=O)c2ccc(N3CCOCC3)c([N+](=O)[O-])c2)cc1 is entered as 1	10	-1	-12	1	5	1	-22

Assay outcomes: PubChem, Broad Institute
